Screens (PubChem BioAssay)
All columns: NCI-60 one-dose screen, growth in % after 48 h at 10 µM unless noted; 100 = growth as untreated, 0 = no growth, -100 = all killed.
HS 578T: HS 578T breast cancer; 4.1% of 78,000 active
LOX IMVI: LOX IMVI melanoma | 7.4% of 79,000 active
T-47D: T-47D breast cancer; AID 1794792; 5% of 79,000 active
SK-MEL-2: SK-MEL-2 melanoma; 4.7% of 77,000 active; AID 1794763
SK-MEL-5: SK-MEL-5 melanoma; 6.4% of 80,000 active
BT-549: BT-549 breast cancer | 4.4% of 78,000 active | AID 1794793
MDA-MB-435: MDA-MB-435 melanoma; 7.8% of 82,000 active
SK-MEL-28: SK-MEL-28 melanoma. 4.1% of 81,000 active
* hit, by the source's call; . = no result given; & = joins results of further samples; [ ] = another dose, or the depositor's remark. Rule for the calls: active = growth percent below 10; inactive = the rest.

SMILES	HS 578T	LOX IMVI	T-47D	SK-MEL-2	SK-MEL-5	BT-549	MDA-MB-435	SK-MEL-28
CC(=O)c1c2c(n3ccccc13)C(=O)c1ccccc1C2=O	95	91	98	93	85	83	110	118
O=C(c1ccccc1)c1ccc([N+](=O)[O-])cc1	115	87	102	.	97	110	119	105
Cc1ccc(OCCn2c(C)nn(-c3ccc(Cl)cc3)c2=O)cc1	90	96	104	146	109	100	105	101
ON=C1/C(=N\O)CCC/C1=N/O	.	98	92	115	95	103	99	107
NC(COCc1ccccc1)C(=O)O (centres undefined)	104	95	95	106	104	93	106	101
N#CC1=C(/N=C/c2ccccc2)Oc2c(ccc3ccccc23)C1c1ccccc1[N+](=O)[O-] (centres undefined)	92	96	81	95	84	106	101	117
CC(=NC(C)CC(C)C)c1ccc(C)cc1 (centres undefined)	75	102	89	105	98	95	98	101
CCOC(=O)/C(=C\OC(=O)c1ccccc1)NC(=O)Cc1ccccc1	95	94	103	105	101	104	99	111
Cc1c(Cl)cccc1C(=O)Nc1nc2c(s1)CN(C(=O)Nc1cccc(C(F)(F)F)c1)CC2	30	19	46	37	2.4*	34	-22*	44
COc1ccc(/C=C2/C(c3ccc(Cl)cc3)=NN=C2C(F)(F)F)cc1OC	108	94	118	96	98	115	.	111
CN(C)CCC(CCN(C)C)c1ccccn1	92	97	90	94	106	.	97	111
c1ccc(-c2nnn(-c3ccccc3)n2)cc1	112	116	108	95	104	87	106	110
Cc1ccc(NC(=O)c2ccccc2Cl)cc1	103	101	112	.	107	.	109	108
COc1cc2oc(-c3cccc(C(=O)Nc4cccc([N+](=O)[O-])c4)c3)cc(=O)c2c(OC)c1OC	-5.0*	.	27	-0.1*	43	-16*	39	25
O=C(Cn1c(=O)[nH]c2ccccc2c1=O)NCc1n[nH]c(=S)o1	.	.	94	124	98	84	96	100
COc1cc2c(c(OC)c1OC)C(=O)CC(c1cccc(NC(=O)c3cc(NC(=O)[C@H](C)NC(=O)OC(C)(C)C)ccc3Cl)c1)O2 (some centres undefined)	58	.	20	65	33	36	72	78
O=C(O)/C(=C\c1ccc([N+](=O)[O-])cc1)c1cccc(Cl)c1	107	99	92	92	100	104	102	110
Cc1ccc(-c2cnc3sc4c(-c5ccc(Br)cc5)n[nH]c(=O)c4n23)cc1	113	89	71	84	105	112	85	94
Clc1ccc(C2=CSCCS2)cc1	114	98	95	129	104	109	98	107
CSc1c(C#N)c(N)nc2c3c(=N)n4c(nc3nn12)sc1cc(Cl)c(Cl)cc14	120	110	57	133	87	109	108	133
Nc1nc(=O)n([C@H]2C[C@H](O)[C@@H](CO)O2)cc1CO	117	107	113	115	100	128	112	116
CC(O)C(O)C(O)C(O)C(O)C(=O)O (centres undefined)	101	93	82	113	99	101	111	116
Cc1nc2nc[nH]c(=O)c2nc1C	120	99	108	103	111	118	107	111
O=c1oc2c3ccc4cnccc4c3[nH]c2c2ccccc12	68	13	-8.5*	67	28	33	-70*	5.1*
O=C(/C=C/c1ccco1)c1cccc(Nc2nc(Nc3ccccc3)nc(Nc3ccccc3)n2)c1	92	84	49	84	81	116	102	95

Brought forward from above: four entries, followed by the next part.
SMILES	HS 578T	LOX IMVI	T-47D	SK-MEL-2	SK-MEL-5	BT-549	MDA-MB-435	SK-MEL-28
CC(O)C(O)C(O)C(O)C(O)C(=O)O (centres undefined)	101	93	82	113	99	101	111	116
Cc1nc2nc[nH]c(=O)c2nc1C	120	99	108	103	111	118	107	111
O=c1oc2c3ccc4cnccc4c3[nH]c2c2ccccc12	68	13	-8.5*	67	28	33	-70*	5.1*
O=C(/C=C/c1ccco1)c1cccc(Nc2nc(Nc3ccccc3)nc(Nc3ccccc3)n2)c1	92	84	49	84	81	116	102	95
CCN1C(=S)N(CC)C2C1NN=c1s/c(=C3\C(=O)N(C(C)C)c4ccccc43)c(=O)n12 (centres undefined)	97	76	80	107	72	82	90	79
NC1=CC(=O)c2cccnc2C1=O	-10*	-74*	-34*	-47*	-98*	9.6*	-95*	-74*
O=C(NNC(=O)c1cccc2ccccc12)c1ccc(Cl)cc1	108	99	87	108	102	103	93	112
O/N=C(/C(=N\O)c1ccco1)c1ccco1	117	101	99	101	102	125	105	119
N#Cc1c(N2CCOCC2)nc(=S)[nH]c1-c1ccco1	.	64	19	37	63	60	86	78
COc1ccc2oc3cc(NCCN(C)C)ccc3c(=O)c2c1	84&105	58&83	63&81	107&108	76&93	94&97	71&86	91&96
CCN(CC)Cc1ncccc1O	118	100	100	112	103	102	105	114
CCC(C)(C)C(=O)O[C@H]1C[C@@H](C)C=C2C=C[C@H](C)[C@H](CC[C@@H]3CC=CC(=O)O3)[C@H]21	95	-47*	81	86	71	96	60	79
CCCCc1[nH]c(-c2cc(N)ccc2Cl)c2c1C(=O)CCCC2	98	103	84	104	98	113	102	107
O=C1CNC(=O)N1CN1CCOCC1	104	96	93	107	106	84	95	106
N/C=c1\sc2ncnn2c1=O	103	96	86	108	102	100	105	114
CC1(CI)COC(Cc2ccccc2)(Cc2ccccc2)OC1	100	101	96	113	94	114	108	111
CC(=O)OCC1O[C@@H](Oc2ccc3c(c2)CC[C@@H]2[C@@H]3CC[C@]3(C)[C@@H](O)CC[C@@H]23)C(OC(C)=O)[C@@H](OC(C)=O)[C@H]1OC(C)=O (some centres undefined)	.	89	84	98	96	102	93	101
NC(=O)C(O)(c1ccccc1)c1ccccc1	97	100	90	105	106	113	103	112
CC(C)Cc1ccc(-c2ccc(=O)n(-c3ccc(S(N)(=O)=O)cc3)n2)cc1	101	103	109	105	89	92	99	115
CC(C)(C#N)N1CCN(c2ccccc2)CC1	99	102	97	99	103	96	98	115
CCn1c2ccccc2c2cc(NC(=O)c3ccccc3-c3ccccc3C(=O)O)ccc21	103	107	100	117	95	.	118	150
COc1cccc(-c2nc3sccn3c2-c2ccnc(NCCNC(=O)Nc3cccc(C(F)(F)F)c3)n2)c1	.	44	43	62	51	72	22	78
CN1CCCN(C(c2ccccc2)c2ccc(Br)cc2)CC1 (centres undefined)	42	70	103	113	60	63	-29*	65
CCOC(=O)N1CN(C(=O)OCC)CN(C(=O)OCC)C1	123	95	98	130	111	105	101	107
O=C1OC(=O)C2C3OC(C(Br)C3Br)C12 (centres undefined)	105	95	76	98	106	96	100	104
CCOC(=O)c1c(Nc2ccccc2)nn2c(-c3ccc(Br)cc3)ccnc12	63	56	41	.	81	104	80	78
CCN(CC)c1ccc(/C=N/NC(=O)c2ccc(S(C)(=O)=O)cc2)cc1	104	98	95	99	100	108	98	108
CCC(COC(=O)c1ccccc1)NC1CCCC1 (centres undefined)	.	105	106	111	103	107	100	98
Cc1nn(-c2ccc(Cl)cc2)c(C)c1N=Nc1ccc(Br)cc1	98	90	84	98	93	89	102	101

Further entries follow:
SMILES	HS 578T	LOX IMVI	T-47D	SK-MEL-2	SK-MEL-5	BT-549	MDA-MB-435	SK-MEL-28
COc1cc(CNC(=O)CCCC/C=C/C(C)C)ccc1OCc1cn(-c2ccc(Cl)c(Cl)c2)nn1	91	84	73	90	82	94	104	112
N#C/C(=N\O)C(N)=O	111	106	107	106	107	.	116	110
C=CCN1C(=O)/C(=N\c2nnc(-c3ccc(Cl)cc3)s2)c2ccccc21	95	89	80	96	99	91	98	100
CCOC(=O)Cn1c(-c2nonc2NC(=O)c2ccccc2F)nc2ccccc21	73	10	76	78	32	.	49	71
CCOC(=O)c1c2c(c(C)n1C)-c1nn(Cc3ccc(Cl)cc3)cc1CC2	.	88	55	112	77	92	119	117
N#Cc1ccc(NC(=O)Nc2ccc(Cc3ccc(NC(=O)Nc4ccc(C#N)cc4)cc3)cc2)cc1	48	-68*	.	13	11	21	7.5*	37
CCN(CC)N=Nc1ccc2c(cnn2C(=O)Nc2ccc(Cc3ccccc3)cc2)c1	93	.	.	73	68	75	45	78
CC1CCN(C(=S)SCc2ccc(-c3ccccc3-c3nn[nH]n3)cc2)CC1	110	94	94	98	104	104	116	107
O/N=C/c1cc2c(cc1Br)OCO2	105	92	100	104	103	109	104	110
COc1cc(/C=N\NC(=O)c2ccc(-c3nc4ccc(C)cc4[nH]3)cc2)cc(OC)c1OC	54	87	46	72	30	82	39	48
O=C1c2ccccc2C(=O)c2c(SC(=S)N3CCOCC3)cccc21	91	95	80	108	97	98	104	105
CCOC(=O)OC(C#N)c1ccccc1 (centres undefined)	103	96	107	103	102	106	111	101
COC(=O)N1CCc2cc(OC)c(OC)cc2C1CC1(O)CCCCC1 (centres undefined)	87[100 µM]	93[100 µM]	87[100 µM]	101[100 µM]	73[100 µM]	82[100 µM]	90[100 µM]	99[100 µM]
NC(N)=NS(=O)(=O)c1ccc(N=NC2C(=O)NNC2=O)cc1	97	99	101	.	99	126	101	99
COc1ccc(-c2nc(SCC(C)C)nc(N/N=C\c3ccc(O)cc3)c2C#N)cc1	102	94	73	101	95	98	92	90
N#CC1C(=N)Cc2ccccc2-c2ccccc21 (centres undefined)	37	.	61	31	41	41	-24*	58
Cc1cnc(C2OCCO2)c2cccc([N+](=O)[O-])c12	103	98	91	107	98	98	104	108
C=CCn1c(C)nc2cc(Nc3nc(N4CCOCC4)nc4ccccc34)ccc21	94	91	89	108	94	91	93	100
Clc1cccc(-c2ccc(OCCCN3CCN(c4ccncc4)CC3)cc2)c1	-2.3*	-95*	-38*	74	-98*	20	-52*	-68*
CC(C)CCOC(=O)C[C@H](NP(=O)(OC[C@H]1O[C@@H](n2c(=O)cc(N)[nH]c2=O)[C@H](O)[C@@H]1O)Oc1ccccc1)C(=O)OCCC(C)C (some centres undefined)	101	99	99	112	98	111	105	103
COc1cc2nc(SCc3cc(OC)c(OC)c(OC)c3)n(-c3ccc(Cl)cc3)c(=O)c2cc1OC	82	91	93	.	.	68	95	91
C[C@H]1[C@H](C)CC[C@]2(C(=O)O)CC[C@]3(C)C(=CC[C@@H]4[C@@]5(C)C/C(=C/c6cccnc6)[C@H](O)C(C)(C)[C@@H]5CC[C@]43C)[C@H]12	4.3*[100 µM]	-92*[100 µM]	15[100 µM]	-28*[100 µM]	-64*[100 µM]	-7.5*[100 µM]	7.2*[100 µM]	-49*[100 µM]
OCCC1CCNCC1	108	92	91	95	103	106	97	110
Cc1ccc(C)c(CCCC(=O)O)c1	125	93	108	118	101	99	112	119
O=S(=O)(O)c1cc(O)c2c(N=Nc3ccc(Nc4ccccc4)c4c(S(=O)(=O)O)cccc34)cc(S(=O)(=O)O)cc2c1	101	96	100	100	109	100	115	111

Part of the list above in order of count of non-hydrogen atoms, descending.
SMILES	HS 578T	LOX IMVI	T-47D	SK-MEL-2	SK-MEL-5	BT-549	MDA-MB-435	SK-MEL-28
COc1cc(CNC(=O)CCCC/C=C/C(C)C)ccc1OCc1cn(-c2ccc(Cl)c(Cl)c2)nn1	91	84	73	90	82	94	104	112
O=C1c2ccccc2C(=O)c2c(SC(=S)N3CCOCC3)cccc21	91	95	80	108	97	98	104	105
NC(N)=NS(=O)(=O)c1ccc(N=NC2C(=O)NNC2=O)cc1	97	99	101	.	99	126	101	99

Going on with the list.
SMILES	HS 578T	LOX IMVI	T-47D	SK-MEL-2	SK-MEL-5	BT-549	MDA-MB-435	SK-MEL-28
CC(C)C1(c2ccsc2)NC(=O)NC1=O (centres undefined)	101	96	105	101	94	94	110	109
N#Cc1c(-c2ccc(Cl)cc2)cc(-c2ccccc2)n(Cc2ccccc2)c1=O	107	94	86	97	101	119	101	96
O=C(Nc1ccc(F)cc1)N1CCN(c2cc(-c3cn(-c4ccccc4)nc3-c3cccc(O)c3)ccn2)CC1	64	85	58	102	37	92	95	96
CCN1C(=O)N(CC)C2C1N=C(SCc1ccc(Cl)cc1)N2/N=C/C=C/c1ccccc1 (centres undefined)	86	96	58	94	85	96	90	112
O=C1c2cccc3c(-c4ccc(-c5nc6c7ccccc7c7ccccc7c6[nH]5)cc4)ccc(c23)C(=O)N1C1CCCCC1	102	70	83	110	98	101	99	98
CCOCCc1c(O)nc(SC)[nH]c1=O	93	105	110	-29*	103	110	120	99
O=C1CSC(=S)N1/N=C/c1ccc(Cl)s1	112	89	102	99	97	102	106	107
CCCCCCC(C)N(CC(C)(C)O)C(=O)c1ccc([N+](=O)[O-])cc1 (centres undefined)	.	104	88	90	95	99	104	111
O=[N+]([O-])c1c(Cl)cccc1-c1c[nH]cc1Cl	95	98	81	81	92	86	102	91
O=C1c2ccccc2C(=O)c2c(N/N=C3\SC(=Nc4ccccc4)N(c4ccccc4)C3=S)cccc21	124	106	116	112	100	122	122	114
COc1ccc(-c2nc(Nc3nc4ccccc4o3)nc3c2C(=O)CC(C)(C)C3)cc1	.	91	88	.	97	90	104	103
COC(=O)C1(C(=O)OC)C2CC(C)=C(C)CC21 (centres undefined)	101	99	110	110	98	108	109	105
O=C(Nc1ccccc1O)c1ccc(Nc2ccnc(C(F)(F)F)c2)cc1	76	100	75	108	96	143	120	119
CN(C)CCN=c1nc2c(c(N)n1-c1ccccc1)c(=S)n(-c1ccccc1)c(=S)n2-c1ccccc1	12	-61*	-19*	.	-99*	4.4*	-65*	-100*
N#CCCNC(=O)c1ccccc1	115	101	100	92	103	102	99	108
Cn1c(=O)c2nc(CC(=Nc3ccc(F)cc3)c3ccccc3)c(=O)[nH]c2n(C)c1=O	84	71	91	96	88	95	93	99
COc1cc(O)ccc1C1=CC(=O)OC1Cc1ccc(O)cc1 (centres undefined)	103	95	91	97	97	92	95	105

In a second layout: 5 of the compounds above.
SMILES | HS 578T | LOX IMVI | T-47D | SK-MEL-2 | SK-MEL-5 | BT-549 | MDA-MB-435 | SK-MEL-28
Nc1nc(=O)n([C@H]2C[C@H](O)[C@@H](CO)O2)cc1CO | 117 | 107 | 113 | 115 | 100 | 128 | 112 | 116
O/N=C/c1cc2c(cc1Br)OCO2 | 105 | 92 | 100 | 104 | 103 | 109 | 104 | 110
N#C/C(=N\O)C(N)=O | 111 | 106 | 107 | 106 | 107 | . | 116 | 110
COc1ccc(-c2nc(SCC(C)C)nc(N/N=C\c3ccc(O)cc3)c2C#N)cc1 | 102 | 94 | 73 | 101 | 95 | 98 | 92 | 90
O=[N+]([O-])c1c(Cl)cccc1-c1c[nH]cc1Cl | 95 | 98 | 81 | 81 | 92 | 86 | 102 | 91
